CSN deneddyl inh – inhibitors of human CSN-mediated cullin deneddylation; 360,000 tested, 0.38% active; Q92905; inhibition, % at 12.5 µM; AID 651999; Purified CSN, SCF-Nedd8-OG deneddylation, fluorescence polarization;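 active means pattern-corrected inhibition above about 35%, with an unprinted fluorescence ratio check between 0.5 and 1.5, limit read from the data, passing the limit was not always enough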;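 further: 0% = enzyme with substrate and 100% = substrate without enzyme; some results filed as inactive read as strong as hits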
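Material: purified human Csn5 enzyme expressed in HEK293T cells / Medium: Tris buffer pH 7.5, NaCl, DTT, Tween-20, trehalose, ovalbumin / Compound dosing: 12.5 µM single point / Schedule: 90 min incubation of compound, enzyme and substrate at room temperature / Signal: fluorescence polarization of the substrate / Control set: no-enzyme wells high, enzyme-with-substrate wells low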
DNMT1 block – blocks human DNA methyltransferase DNMT1; P26358; DNMT1 molecular beacon, Hinp1I cleavage, fluorescence; inhibition (reported as % activation of signal), % at 10 µM; 360,000 tested, 0.83% active; AID 588458; in the data active means inhibition above about 50%
MLLE-PAM2 inh – inhibitors of microRNA-mediated deadenylation, human PABP1 MLLE binding; GST-MLLE / FITC-PAM2 fluorescence polarization; inhibition, % at 20 µM; 360,000 tested, 0.36% active; AID 588489; in the data active means inhibition above about 35%, passing the limit was not always enough;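 further: plate controls were DMSO wells with GST-MLLE for no effect and wells lacking GST-MLLE protein for full effect; some results filed as inactive read as strong as hits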
Scp-1 inhibitor – inhibitors of human Scp-1 phosphatase; 340,000 tested, 0.88% active; inhibition, % at 20 µM; Recombinant Scp1, phosphopeptide, malachite green phosphate absorbance;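 active means inhibition above about 50% at 20 µM, limit read from the data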;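 further: plate controls were DMSO wells with enzyme for no effect and wells lacking enzyme for full effect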
Target sequence (Q9GZU7 76-261 limits assumed): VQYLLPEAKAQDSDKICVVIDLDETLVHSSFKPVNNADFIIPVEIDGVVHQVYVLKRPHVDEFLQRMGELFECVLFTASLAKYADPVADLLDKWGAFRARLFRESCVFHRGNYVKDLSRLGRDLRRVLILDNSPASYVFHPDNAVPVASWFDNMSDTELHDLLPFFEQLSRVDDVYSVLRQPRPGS
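Times: enzyme reaction 45 min at room temperature, colour 5 min, stabilisation 30 min. Material: SCP-1 catalytic fragment, aa 76-261. Medium: Acidic Tris acetate buffer with magnesium and detergent. Signal: colorimetric free-phosphate detection, absorbance 630 nm. Read-out basis: % inhibition of SCP-1 phosphate liberation. Reagent: Phosphorylated 17-residue peptide substrate.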
LMPTP inh – LMPTP (human) inhibition. 360,000 tested, 0.22% active. recombinant LMPTP-A, OMFP fluorogenic substrate, fluorescence intensity. P24666. inhibition, % at 20 µM;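 active means compounds that cut the enzyme signal by at least half of the control window in the single-dose screen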;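 further: plate controls were DMSO wells with enzyme plus substrate for no effect and substrate without enzyme for full effect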
Target sequence (P24666 whole entry, looked up): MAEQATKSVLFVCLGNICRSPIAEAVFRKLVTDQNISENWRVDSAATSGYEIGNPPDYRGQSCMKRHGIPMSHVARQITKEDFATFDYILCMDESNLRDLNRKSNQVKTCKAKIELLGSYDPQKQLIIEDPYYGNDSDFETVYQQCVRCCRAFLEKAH
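Test system – LMPTP-A enzyme · Amount – LMPTP-A at 0.625 nM final in the reaction · Buffer or medium – Bis-Tris pH 6.0, DTT, detergent · Reagent – OMFP 400 µM · Doses – single 20 µM dose · Schedule – reaction 50 min, room temperature, dark · Detection – fluorescence intensity of OMFP turnover product · Evaluation – percent inhibition versus substrate-only and uninhibited controls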
SUMO1-SIM PPI – SUMO1-SIM interaction modulation. P63165. SUMO1 binding to a labelled peptide, TR-FRET, 1 h. inhibition, % at 20 µM. 360,000 tested, 0.33% active; in the data active means inhibition above about 37%
Target sequence (P63165 whole entry, looked up): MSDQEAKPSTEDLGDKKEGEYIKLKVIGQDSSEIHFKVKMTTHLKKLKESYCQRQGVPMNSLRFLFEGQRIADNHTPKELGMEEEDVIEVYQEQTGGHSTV
TbMetRS inhib – blocks T. brucei methionyl-tRNA synthetase activity. purified T. brucei MetRS, ATP depletion, Kinase-Glo luminescence. inhibition, % at 11.9 µM. 360,000 tested, 0.4% active. AID 624268;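 active means inhibition above a per-plate cutoff of the control wells' mean inhibition plus 3 SD, cut at about 5.5% in these data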;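 further: 0% = DMSO wells median and 100% = median of wells with control inhibitor compound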
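Dosing: 11.9 µM compound single dose, 0.9% DMSO; Assay system: purified T. brucei MetRS enzyme; Measured by: Kinase-Glo luciferase luminescence reporting remaining unconsumed ATP; Schedule: 15 min plus 2 h at 25 °C.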
NadD block – inhibitors of Staphylococcus aureus NadD. purified NadD enzyme, colorimetric absorbance read-out. inhibition, % at 20 µM. 360,000 tested, 0.78% active. AID 602399; in the data active means inhibition above about 26%; further: some compounds past the cut are filed as inactive
STEP inh – STEP (human) phosphatase inhibition; P54829; recombinant STEP, OMFP fluorogenic substrate, fluorescence; inhibition, % at 20 µM; 360,000 tested, 0.25% active; AID 588621;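 active means inhibition at 20 µM, scaled per plate between control wells, above about 37%, limit read from the data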;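 further: 0% = DMSO with enzyme and substrate and 100% = substrate only without enzyme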
Target sequence (P54829 whole entry, looked up): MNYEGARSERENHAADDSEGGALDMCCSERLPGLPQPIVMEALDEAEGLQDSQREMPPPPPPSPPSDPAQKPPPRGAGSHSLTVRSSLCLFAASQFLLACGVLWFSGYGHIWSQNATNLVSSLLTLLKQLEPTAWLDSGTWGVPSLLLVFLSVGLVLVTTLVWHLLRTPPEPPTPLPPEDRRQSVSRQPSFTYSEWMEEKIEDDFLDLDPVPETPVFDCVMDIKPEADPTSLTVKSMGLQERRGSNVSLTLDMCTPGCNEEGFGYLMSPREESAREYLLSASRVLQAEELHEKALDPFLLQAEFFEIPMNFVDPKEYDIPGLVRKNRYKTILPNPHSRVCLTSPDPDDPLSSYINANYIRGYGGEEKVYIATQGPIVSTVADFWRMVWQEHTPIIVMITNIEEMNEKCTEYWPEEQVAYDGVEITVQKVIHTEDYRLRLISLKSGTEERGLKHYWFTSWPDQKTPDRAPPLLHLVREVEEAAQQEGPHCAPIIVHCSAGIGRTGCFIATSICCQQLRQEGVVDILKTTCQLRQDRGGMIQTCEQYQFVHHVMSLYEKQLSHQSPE
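Material: STEP (striatal-enriched tyrosine phosphatase) enzyme, cell-free | Medium: 50 mM Bis-Tris pH 6.0 with 2.5 mM DTT and 0.005% Tween 20 | Read-out: Percent inhibition scaled to no-enzyme and uninhibited-enzyme controls, plate-pattern corrected | Signal: Fluorescence read at 480 nm ex / 540 nm em | Times: 20 min reaction, room temperature, in the dark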
Rpn11 block – Rpn11 (human) deubiquitinase inhibition; calls only at 20 µM; human 26S proteasome, Ub4-pepOG fluorescence polarization; 20S core pre-blocked with epoxomicin; 360,000 tested, 0.59% active; O00487;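 active means inhibition at 20 µM, scaled to each plate's controls, above about 33%, limit read from the data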
An asterisk follows results filed as active; i = inactive; . = no result given; + = active, no number. A portion of the library. The share of hits here may be higher or lower than overall.

SMILES	Scp-1 inhibitor	TbMetRS inhib	SUMO1-SIM PPI	LMPTP inh	DNMT1 block	CSN deneddyl inh	MLLE-PAM2 inh	Rpn11 block	NadD block	STEP inh
C/C=C(\C)C(=O)N[C@@H](c1ccccc1)[C@@H](O)C(=O)O[C@H]1C[C@@]2(O)[C@@H](OC(=O)c3ccccc3)C3[C@](C)(C(=O)[C@H](OC(C)=O)C(=C1C)C2(C)C)[C@@H](O)C[C@H]1OC[C@@]31OC(C)=O (stereo not given in full)	15	-0.6	1	-0.3	-6	-1	2	i	4	-3
Cn1c(O)c(/C=N/NC(=O)c2ccncc2)c(=O)n(C)c1=S	1	0.9	-15	-0.1	-3	22	-74	+	8	-16
COC(=O)C1=C(c2ccc(C(C)=O)cc2)C[C@@H]2CC[C@H]1N2C(=O)N1CCOCC1	-3	-0.3	1	-0.2	0	-1	-6	i	-7	0
NP(=O)(Oc1ccccc1)Oc1ccccc1	-10	-0.2	-5	-1.0	-2	-5	3	i	-3	-2
C[C@]1(O)CCC2C3CC[C@H]4C[C@@H](OC(=O)[C@@H](N)CCCCN)CC[C@]4(C)C3CC[C@@]21C (stereo not given in full)	.	0.0	-108	-5.3	-3	1	1	i	-7	-4
COc1ccc(C2=NCc3nnc(C)n3-c3ccc(Cl)cc32)cc1Cl	-5	0.1	4	0.0	3	0	-3	i	4	4
O=C(CSC1c2ccccc2-c2ccccc21)N/N=C/c1ccccc1O	-5	0.0	-6	1.5	0	-1	40*	i	-3	2
CC(=NCCN1CCOCC1)c1c(O)n(C2CCCCC2)c(=O)[nH]c1=O	-2	-1.0	1	-3.8	-8	-4	3	i	-2	1
COc1ccc(OCC(=O)N2CCN(C3CCC(c4ccccc4)CC3)CC2)cc1 (stereo not given)	-4	-0.5	-4	-0.5	-2	3	12	i	-4	1
CC(C)(C)c1nc(NCc2ccc3c(c2)OCO3)c2nnn(Cc3ccccc3Cl)c2n1	4	-0.8	4	2.9	5	3	-8	i	19	-2
O=C(O)Cn1cc(C(=O)c2ccccc2F)c2ccccc21	-10	0.2	0	-0.8	-4	2	-7	i	-3	1
COc1ccc(C(=O)C2CCCN(Cc3ccccn3)C2)c(OC)c1 (stereo not given)	-1	-0.3	-1	-0.5	2	0	-9	i	-2	0
Fc1ccc(CNCCc2c[nH]c3ccccc23)cc1	-2	-0.6	6	-0.7	0	-1	-9	i	-1	4
CN(C(=O)Cc1ccc2c(c1)OCO2)C1CCCN(Cc2ccccc2F)C1 (stereo not given)	5	0.0	5	0.1	-2	3	4	i	-5	-1
COc1cc(/C=C2\C(=O)NC(=O)N(c3ccccc3)C2=O)cc(OC)c1O	19	-0.9	-7	-0.3	-5	3	18	i	0	-2
COc1ccc(Cn2c(O)c(C=NCCCn3ccnc3)c(=O)[nH]c2=O)cc1	-2	0.0	-2	-3.4	36	2	-1	i	1	3
O=C(CCN1CC1)OCCOC(=O)CCN1CC1	-7	-0.3	-34	0.5	6	-3	8	i	-2	0
CCn1ccnc1CN1CCCC(C(=O)c2cccc(C(F)(F)F)c2)C1 (stereo not given)	-10	-0.2	3	-1.2	-1	0	6	i	-3	4
CC(=NCCCn1ccnc1)c1c(O)n(C)c(=O)n(C)c1=O	-6	-0.1	5	-5.8	-2	-4	-4	i	2	-4
CC(C)CN1Cc2cc(-c3cccc(F)c3)ccc2-n2nncc2C1	.	-1.1	8	0.8	4	9	16	i	-3	1

One compound at a time (already shown). Screens in order: Scp-1 inhibitor, TbMetRS inhib, SUMO1-SIM PPI, LMPTP inh, DNMT1 block, CSN deneddyl inh, MLLE-PAM2 inh, Rpn11 block, NadD block, STEP inh
`COc1cc(/C=C2\C(=O)NC(=O)N(c3ccccc3)C2=O)cc(OC)c1O` reads 19, -0.9, -7, -0.3, -5, 3, 18, i, 0, -2
`CC(C)CN1Cc2cc(-c3cccc(F)c3)ccc2-n2nncc2C1` reads ., -1.1, 8, 0.8, 4, 9, 16, i, -3, 1

(continued)
SMILES	Scp-1 inhibitor	TbMetRS inhib	SUMO1-SIM PPI	LMPTP inh	DNMT1 block	CSN deneddyl inh	MLLE-PAM2 inh	Rpn11 block	NadD block	STEP inh
Cc1cccn2c(=O)c3c(nc12)N1CCc2ccccc2C1C1(C3)C(=O)NC(=O)N(C)C1=O (stereo not given)	-3	-0.4	-7	-0.4	-3	-2	14	i	5	1
Cc1c(N=Nc2c(O)n(-c3ccc(Br)cc3)c(=O)[nH]c2=O)c(=O)n(-c2ccccc2)n1C	-4	-0.9	-29	2.8	-6	10	-42	i	1	4
COc1ccc(OC)c(NC2=NCCS2)c1	-14	-0.6	-3	-0.8	1	-4	-9	i	-3	13
COc1ccc(CC(=O)N2CCN(C)CC2)cc1	5	-0.8	1	-0.4	4	0	-7	i	0	-2
COc1ccc(CCNCc2ccccn2)cc1OC	-8	-0.8	-1	-2.6	1	0	2	i	-6	-1
COc1ccc(-n2c(O)c(C(C)=NCCCn3ccnc3)c(=O)[nH]c2=O)cc1	-4	-0.7	-1	-4.8	-1	-4	8	i	-5	-1
COc1ccccc1-n1c(CNCC2CCCO2)nc2ccccc2c1=O (stereo not given)	-2	-0.2	0	-0.5	3	0	8	i	1	2
COC(=O)C1=C(c2ccc(-c3ccccc3)c(F)c2)C[C@@H]2CC[C@H]1N2C(=O)N1CCCC1	-6	-0.2	5	2.7	2	-3	1	i	2	2
CCCCN1C(=O)NC(=O)C2(Cc3cc(C)ccc3N(C)C2)C1=O (stereo not given)	-7	-0.2	1	1.8	-1	-6	-7	i	5	-2
OCCN1C2CCC1CC(O)(c1ccc(F)cc1)C2 (stereo not given)	-5	-1.4	-2	0.6	13	-2	6	i	-1	0
Cc1ccccc1OP(N)(=O)Oc1ccccc1C	-6	-0.6	0	-0.3	-4	11	-2	i	-4	-2
O=C(Cn1ncn2c(cc3cc(F)ccc32)c1=O)N1CCC2(CC1)OCCO2	-7	-0.7	-28	-1.8	-1	1	7	i	2	-1
C=CCn1c(=O)c(C=Nc2cccnc2Cl)c(O)n(CCCC)c1=O	-6	0.6	2	-1.4	-1	29	-46	i	5	-1
O=C(c1ccc2c(c1)OCO2)C1CCCN(Cc2ccccn2)C1 (stereo not given)	-8	0.3	0	-1.6	2	-3	-4	i	-4	6
CC(=NCCCn1ccnc1)c1c(O)n(C2CCCCC2)c(=O)[nH]c1=O	5	-0.1	0	-4.5	0	-4	7	i	-1	-1
Cc1ccc(OCCOc2cccc(C=C3C(=O)NC(=O)NC3=O)c2)cc1	8	-0.6	3	1.2	-4	-3	29	i	-1	1
O=S(=O)(c1cc(Cl)cc(Cl)c1)N1Cc2cc(-c3ccccc3)ccc2-n2nncc2C1	.	-0.2	3	0.9	6	-2	1	i	5	3
C=CC[N+]1(C)CC[C@]23c4c5ccc(O)c4O[C@H]2C(=O)CC[C@@]3(O)[C@H]1C5 (stereo not given in full)	98*	-0.6	1	-1.0	4	-2	-131	i	4	-4
O=C1NC(=O)C(=Cc2ccc(N3CCOCC3)cc2)C(=O)N1	-13	0.1	0	0.5	-3	-3	24	i	-6	1
COC(=O)C1=C(c2ccc(F)cc2OCc2ccccc2)C[C@@H]2CC[C@H]1N2C(=O)NC1Cc2ccccc2C1	-11	-0.4	8	9.5	-4	6	10	i	0	6
O=C(O)COc1ccccc1	-6	-0.4	4	-1.6	0	-5	-1	i	4	-1
O=C(C1CC(c2ccccc2O)=NO1)N1CCC2(CC1)OCCO2 (stereo not given)	-7	-0.8	-1	0.2	16	0	4	i	2	2
CCOc1ccc(CNCCc2ccc3c(c2)OCO3)cc1	1	-0.8	13	-3.0	1	5	4	i	-6	1
O=C(Cn1nc(-c2ccccc2)ccc1=O)N1CCC2(CC1)OCCO2	-9	-0.5	-7	-1.4	-1	-8	2	i	2	0
Cc1cc(OC(=O)c2ccco2)c2c3c(c(=O)oc2c1)CCCC3	-7	0.0	-2	-0.8	0	7	-11	i	-6	4
CC(=NCCCN1CCOCC1)c1c(O)n(-c2ccccc2C)c(=O)[nH]c1=O	-6	-0.5	-1	-6.0	3	-3	3	i	-1	0
Cc1cccc(N2C(=O)/C(=C/N3CCN(C(=O)c4ccco4)CC3)C(=O)NC2=S)c1	-3	-0.5	-1	-3.5	-6	14	-51	+	2	0
CC(=O)N1CCN(CCN=Cc2c(O)n(-c3ccc(C)cc3)c(=S)[nH]c2=O)CC1	1	-1.7	-4	-3.1	-5	4	22	i	-1	0
CCOC(=O)[C@@H]1[C@H]2COc3ccc(Br)cc3[C@@H]2N2C(=O)N(c3cccc(C)c3)C(=O)[C@]12C	-10	-0.3	-2	1.2	-1	1	-1	i	-6	2
O=C1/C(=C\c2cc3c(cc2Br)OCO3)N2CCC1CC2	-9	0.3	-7	-0.5	6	1	17	i	-8	3
CCC(=O)OC1CCC2C3CCC4CC(=O)C=CC4(C)C3CCC12C (stereo not given)	-15	0.2	8	3.3	22	12	-3	i	0	4
CC(=NCCC(c1ccccc1)c1ccccc1)c1c(O)n(C)c(=O)n(C)c1=O	-12	0.5	4	1.4	1	-6	1	i	4	0
COC(=O)C1=C(c2cccc(OCc3ccccc3)c2)C[C@@H]2CC[C@H]1N2C(=O)NCc1ccccc1	-14	-0.3	3	4.5	-1	-1	7	i	-6	0
CCOc1cc(C2NCc3ccccc3-n3cccc32)ccc1OC (stereo not given)	-7	0.4	1	-1.5	3	-3	9	i	-9	0
CC1(C)CC(=O)CC(C)(C)N1O	.	0.6	2	-1.7	1	6	11	i	-1	-2
O[C@@H]1CCCC[C@H]1N1CCC(c2ccccc2)CC1	-14	-1.4	1	-3.3	2	-3	-11	i	-2	-1
CCOC(=O)C1(CCc2ccccc2)CCN(C2CCSCC2)CC1	1	-0.2	-7	-0.4	-2	0	-3	i	-3	0
COC(=O)C1=C(c2cccc(OCc3ccccc3)c2)C[C@@H]2CC[C@H]1N2C(=O)NCCOc1ccc(OC)cc1	-21	0.0	7	8.0	-8	-2	-3	i	-6	4
